Compound activity from PubChem.
GLA spleen mod = alpha-galactosidase A (human) modulation; Potency, µM (top dose mostly 80 µM), for inactives: at the highest dose activity change, negative = inhibition, hits mostly inhibitors; human spleen homogenate, 4MU-alpha-Gal fluorescence, 40 min; P06280; hit rate 0.008% among 240,000;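 note: 0% = enzyme with vehicle and -100% = no enzyme basal signal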
Target sequence (P06280 32-429 limits assumed): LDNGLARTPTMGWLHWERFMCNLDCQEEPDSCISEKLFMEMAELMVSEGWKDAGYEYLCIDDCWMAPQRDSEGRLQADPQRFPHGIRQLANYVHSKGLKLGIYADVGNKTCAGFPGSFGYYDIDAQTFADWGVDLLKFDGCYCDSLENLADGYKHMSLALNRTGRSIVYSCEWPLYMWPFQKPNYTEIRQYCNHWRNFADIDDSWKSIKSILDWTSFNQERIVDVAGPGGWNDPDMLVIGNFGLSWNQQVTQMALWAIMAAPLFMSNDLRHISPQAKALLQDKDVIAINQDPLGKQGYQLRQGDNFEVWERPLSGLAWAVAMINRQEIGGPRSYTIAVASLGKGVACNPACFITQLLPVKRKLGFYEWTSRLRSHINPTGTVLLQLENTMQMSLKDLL
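Fluorogenic readout (Ex 365/Em 440 nm) of 4-methylumbelliferone released from 1 mM 4-MU-alpha-galactoside by spleen homogenate, 40 min at 37C, pH 5.0. Data normalized to no-enzyme and enzyme controls; Hill-equation AC50 from compound titrations.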
NPSR antagonist = neuropeptide S receptor (human) antagonism, cAMP. Q6W5P4. CHO-NPSR cells, cAMP TR-FRET, antagonist mode. Potency, µM (doses to about 38.3 µM), without a hit: top-dose activity change, negative = inhibition, most hits filed as inhibitors. hit rate 1% among 220,000. AID 1461; note: % is set by controls: 0 for no effect and ±100 for the full control effect; nearly all actives have a fitted effect of over 50% in size; many of its hits are not listed in these tables
Target sequence (Q6W5P4 whole entry, looked up): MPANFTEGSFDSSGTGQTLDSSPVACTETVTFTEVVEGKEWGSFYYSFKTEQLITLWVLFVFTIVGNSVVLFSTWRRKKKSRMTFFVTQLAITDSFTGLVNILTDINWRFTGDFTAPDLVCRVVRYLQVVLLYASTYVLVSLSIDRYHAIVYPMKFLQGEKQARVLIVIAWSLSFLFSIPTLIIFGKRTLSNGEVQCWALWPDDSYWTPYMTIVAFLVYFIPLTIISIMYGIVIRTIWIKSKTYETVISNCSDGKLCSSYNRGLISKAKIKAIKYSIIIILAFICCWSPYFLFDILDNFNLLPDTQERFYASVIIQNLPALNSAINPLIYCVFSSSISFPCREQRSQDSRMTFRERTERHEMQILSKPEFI
GAA inh = inhibitors of human lysosomal alpha-glucosidase. hit rate 0.005% among 200,000. purified human GAA, 4-MU-alpha-glucoside fluorescence. AID 1466. P10253. Potency, µM (doses to about 76.9 µM), inactives show at the top dose activity change, negative = inhibition, hits mostly inhibitors;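 note: plate controls were uninhibited enzyme wells for no effect and no-enzyme background for full effect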
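Fluorescence at Ex 365/Em 440 nm from 4-methylumbelliferone reported enzyme activity after 20 min at room temperature. Reactions used 4 nM enzyme and 400 uM substrate at pH 5.0; curves fitted with the Hill equation.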
GAA glycogen mod = alters human alpha-glucosidase cleavage of glycogen | Potency, µM (series often up to 76.4 µM), for inactives: at the highest dose activity change, negative = inhibition, hits mostly inhibitors | recombinant GAA, glycogen substrate, Amplex Red glucose oxidase fluorescence | hit rate 0.38% among 300,000 | P10253 | AID 2100;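 note: 0% = full enzyme reaction and -100% = no-enzyme basal signal; the screen sought inhibitors and activators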
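Recombinant human alpha-glucosidase (4 nM final) hydrolysed bovine liver glycogen (30 ug) for 40 min at 37 C in pH 5.0 citrate/phosphate with 0.01% Tween-20. Released glucose detected by glucose oxidase/Amplex Red, Ex 573/Em 610 nm. Compounds up to 77 uM; AC50 from Hill fits.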
GAA spleen mod = lysosomal alpha-glucosidase (human) modulation. P10253. human spleen homogenate, 4-MU-alpha-glucoside fluorescence. Potency, µM (highest dose often 79.9 µM), inactives show top-dose activity change, negative = inhibition, usual class: inhibitors. hit rate 0.006% among 240,000;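 note: 0% = enzyme with vehicle and -100% = no enzyme basal signal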
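Enzyme source: human spleen homogenate, 1 ug/well. Buffer 50 mM citric acid/K phosphate pH 5.0, 0.01% Tween-20. 4-MU-alpha-glucoside 1 mM; 37 C x 40 min; NaOH/glycine stop; fluorescence.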
ALDH1A1 inh = inhibitors of human aldehyde dehydrogenase 1A1; AID 1030; Purified ALDH1A1, NADH fluorescence, propionaldehyde substrate; hit rate 7.3% among 220,000; P00352; Potency, µM (highest dose often 75.3 µM), for inactives: top-dose activity, negative = inhibition, most hits filed as inhibitors; active = well fitted inhibition curve with a large enough effect, not every such curve was filed as active; inconclusive = small, poorly fitted or top-dose-only effect, or another doubt; inactive = no such curve, though single readings can be large or run the other way;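 note: plate controls were no enzyme wells and a reference inhibitor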
Epigenetic reg = regulators of epigenetic silencing causing reporter derepression in mouse cells | murine LDR cells, GFP reporter derepression, 30 h | Potency, µM (highest dose often 53.9 µM), for inactives: at the top dose GFP activation, actives largely listed as activators | hit rate 0.2% among 280,000 | AID 1865; note: % of control where 0% means no effect; nearly all actives have a fitted effect of over 60% in size
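GFP-positive cell count by laser-scanning cytometry (objects 20–120 um) after 30 h, 37 C compound exposure of murine LDR cells; reporter is CMV-GFP integrated at a silenced locus, inducible by HDAC or DNMT inhibitors.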
Tau fluor counter = counter-screen for tau fibril formation inhibitors; Potency, µM (highest dose often 57.7 µM), for inactives: at the top dose activity change, negative = decrease; tau K18 P301L Alexa594 fluorescence, heparin fibrillization; hit rate 0.93% among 280,000; note: % is set by controls: 0 for no effect and ±100 for the full control effect; nearly all actives have a fitted effect of over 55% in size
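Human tau K18 P301L (15 uM unlabeled, 0.24 uM Alexa 594-labeled) in 100 mM sodium acetate pH 7 with 20 uM heparin, 6 hr at 37 C. ThT 30 uM added, 1 hr ambient; Alexa 594 FP and total fluorescence read at 555/632 nm.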
Numbers without * were called inactive; u = inconclusive; x = no result given; & = joins results of further samples; [ ] = remark or other dose. Unless noted, calls come from the whole dose curve; as a rule, active = well fitted curve in the direction sought with a large enough effect; inconclusive = small, poorly fitted or top-dose-only effect, or another doubt; inactive = no such curve, though single readings can be large; an effect the other way counts as inactive or inconclusive. Potency is the fitted concentration of half-maximal effect.

Letters: A = GLA spleen mod; B = NPSR antagonist; C = GAA inh; D = GAA glycogen mod; E = GAA spleen mod; F = ALDH1A1 inh; G = Epigenetic reg; H = Tau fluor counter
CCOc1ccc(NC(=S)N(CCN2CCOCC2)Cc2cc3cc4c(cc3[nH]c2=O)OCO4)cc1
  A: 8% | B: 33% | C: -8% | D: -6% | E: 17% | F: u | G: -6.0% | H: -15%
Cc1ccc(C)c(NC(=O)Cc2ccc(S(=O)(=O)N3CCCCC3)s2)c1
  A: -11% | B: -22% | C: -9% | D: -8% | E: -4% | F: u | G: -1.8% | H: -16%
Cc1cc(NC(=O)CSc2nnc(Cc3ccccc3)o2)no1
  A: 15% | B: -9%[46.1 µM] | C: 2% | D: 1% | E: -3% | F: -2% | G: 0.0% | H: -1%
OCCCNc1ncnc2sc(-c3ccccc3)cc12
  A: -7% | B: 3% | C: 6% | D: 0% | E: -11% | F: u | G: 0.0% | H: -14%
CCOC(=O)c1c(NC(=O)CSc2c[nH]c3ccccc23)sc2c1CCCC2
  A: 3% | B: -37% | C: 6% | D: -15% | E: -3% | F: u | G: 8.4% | H: -5%
O=C(CC1C(=O)NCCN1CC(c1ccccc1)c1ccccc1)NC1CC1 (stereo unspecified)
  A: 2% | B: -9% | C: x | D: -8% | E: 8% | F: -6% | G: -1.2% | H: -1%
CCCCC(=O)Nc1cc([N+](=O)[O-])ccc1F
  A: -6% | B: -5% | C: 5% | D: 5% | E: 0% | F: 1% | G: 2.3% | H: -7%
Cc1ccc(S(=O)(=O)C(C#N)=C2N(C)c3ccccc3N2C)cc1
  A: 3% | B: -6% | C: 2% | D: 10% | E: 0% | F: 8% | G: 2.6% | H: -8%
CCOC(=O)C(=O)N=Nc1c(O)n(C)c2ccccc12
  A: 1% | B: 11% | C: 15% | D: 22% | E: 4% | F: 14µM* | G: -6.3% | H: 6%
CCOc1ccc2c(C)c(Cl)c(=O)oc2c1
  A: 19% | B: -9%[46.1 µM] | C: u | D: 3% | E: 6% | F: u | G: 0.0% | H: -9%
COc1ccc(-c2c(C(C)=O)c(C)nc3sc4c(c23)NC(c2ccccc2)NC4=O)cc1 (stereo unspecified)
  A: 5% | B: -17%[46.1 µM] | C: -6% | D: 10% | E: -3% | F: u | G: 0.4% | H: -8%
CCCN(C(=O)CSc1cc(-c2ccccc2)c2ccc(OC)cc2n1)C1CCS(=O)(=O)C1 (stereo unspecified)
  A: -13% | B: -16%[46.1 µM] | C: -6% | D: -8% | E: 9% | F: u | G: -0.9% | H: -13%
Cc1ccc(S(=O)(=O)NCCNc2ccccc2[N+](=O)[O-])cc1
  A: 1% | B: -7% | C: -1% | D: -3% | E: -11% | F: u | G: 2.0% | H: -9%
CC(=O)N1CCN(C(=O)CCc2nc3sc4c(c3c(=O)[nH]2)CCCC4)CC1
  A: 0% | B: -4%[7.67 µM] | C: -2% | D: -2% | E: 0% | F: -6% | G: -1.2% | H: -4%
O=C(NC1CCCC1)C1CCCN(S(=O)(=O)c2cnc[nH]2)C1 (stereo unspecified)
  A: 6% | B: 6%[46.1 µM] | C: -8% | D: -19% | E: 9% | F: 9% | G: -1.2% | H: -3%

A section from further up, as a working copy:
Letters: A = GLA spleen mod; B = NPSR antagonist; C = GAA inh; D = GAA glycogen mod; E = GAA spleen mod; F = ALDH1A1 inh; G = Epigenetic reg; H = Tau fluor counter
Cc1ccc(S(=O)(=O)C(C#N)=C2N(C)c3ccccc3N2C)cc1
  A: 3% | B: -6% | C: 2% | D: 10% | E: 0% | F: 8% | G: 2.6% | H: -8%
CCOC(=O)C(=O)N=Nc1c(O)n(C)c2ccccc12
  A: 1% | B: 11% | C: 15% | D: 22% | E: 4% | F: 14µM* | G: -6.3% | H: 6%
CCOc1ccc2c(C)c(Cl)c(=O)oc2c1
  A: 19% | B: -9%[46.1 µM] | C: u | D: 3% | E: 6% | F: u | G: 0.0% | H: -9%
COc1ccc(-c2c(C(C)=O)c(C)nc3sc4c(c23)NC(c2ccccc2)NC4=O)cc1 (stereo unspecified)
  A: 5% | B: -17%[46.1 µM] | C: -6% | D: 10% | E: -3% | F: u | G: 0.4% | H: -8%
CCCN(C(=O)CSc1cc(-c2ccccc2)c2ccc(OC)cc2n1)C1CCS(=O)(=O)C1 (stereo unspecified)
  A: -13% | B: -16%[46.1 µM] | C: -6% | D: -8% | E: 9% | F: u | G: -0.9% | H: -13%
Cc1ccc(S(=O)(=O)NCCNc2ccccc2[N+](=O)[O-])cc1
  A: 1% | B: -7% | C: -1% | D: -3% | E: -11% | F: u | G: 2.0% | H: -9%
CC(=O)N1CCN(C(=O)CCc2nc3sc4c(c3c(=O)[nH]2)CCCC4)CC1
  A: 0% | B: -4%[7.67 µM] | C: -2% | D: -2% | E: 0% | F: -6% | G: -1.2% | H: -4%
O=C(NC1CCCC1)C1CCCN(S(=O)(=O)c2cnc[nH]2)C1 (stereo unspecified)
  A: 6% | B: 6%[46.1 µM] | C: -8% | D: -19% | E: 9% | F: 9% | G: -1.2% | H: -3%

More records follow:
Letters: A = GLA spleen mod; B = NPSR antagonist; C = GAA inh; D = GAA glycogen mod; E = GAA spleen mod; F = ALDH1A1 inh; G = Epigenetic reg; H = Tau fluor counter
CC1(C)CC(=O)C2=C(C1)OC(N)=C(C#N)C2c1ccccc1 (stereo unspecified)
  A: -1% | B: 1%[46.1 µM] | C: -8% | D: 6% | E: 4% | F: 14µM* | G: -2.9% | H: -3%
CCN(CC)c1ccc(NC(=O)COc2ccc(C#N)cc2)cc1S(=O)(=O)Nc1ccc(OC)cc1
  A: 1% | B: -6% | C: -9% | D: -12% | E: -1% | F: -8% | G: 1.1% | H: u
Cc1cccc(C(=O)NC(=S)NNC(=O)c2ccc(Cl)cc2)c1
  A: -2% | B: -13% | C: -6% | D: -17% | E: 4% | F: u | G: -0.9% | H: -2%
O=C(/C=C/c1ccc2c(c1)OCO2)c1cccs1
  A: 14% | B: x | C: x | D: x | E: u | F: u | G: 12% | H: -4%
O=C(Cc1ccc(F)cc1)Nc1cccc(-c2cn3c(n2)SCC3)c1
  A: -3% | B: -1% | C: u | D: 5% | E: x | F: 0% | G: -1.4% | H: -22%
Cc1ccc(OC(=O)C(F)(F)F)c2c1NCCC2
  A: -3% | B: -1%[46.1 µM] | C: -2% | D: -15% | E: -4% | F: 7% | G: 0.0% | H: -1%
COc1ccc(N(CC(=O)NCCSc2ccccn2)S(C)(=O)=O)cc1Cl
  A: 8% | B: 1%[46.1 µM] | C: -3% | D: 0% | E: 6% | F: -1% | G: -0.2% | H: -1%
CCOc1ccccc1NC(=O)C1CCCN(S(=O)(=O)c2cccc3nsnc23)C1 (stereo unspecified)
  A: -8% | B: -17%[46.1 µM] | C: 4% | D: -29% | E: -4% | F: u | G: 9.9% | H: -2%
COc1ccc2[nH]c(C)c(CCN(Cc3cccs3)C(=S)Nc3ccc(F)cc3)c2c1
  A: -8% | B: -18%[46.1 µM] | C: -1% | D: -22% | E: u | F: 18µM* | G: -0.8% | H: 7.9µM*[quencher]
CCOC(=O)CNC(=O)c1nn(-c2cccc(OC)c2)c(=O)c2ccccc12
  A: 6% | B: -8%[46.1 µM] | C: u | D: 0% | E: 0% | F: -3% | G: 0.0% | H: -1%
COC(=O)c1[nH]c2ccc(C)cc2c1NS(=O)(=O)c1ccc(F)cc1
  A: 8% | B: -23%[46.1 µM] | C: 8% | D: 10µM* | E: -5% | F: u | G: 0.2% | H: -20%
Cc1ccccc1C1N(c2nccs2)C(=O)C2CCCN21 (stereo unspecified)
  A: -2% | B: 11% | C: 3% | D: -3% | E: -3% | F: u | G: -0.2% | H: -9%
COc1ccc(C(=O)OCC(=O)NCc2ccccc2)c(OC)c1OC
  A: -4% | B: 0% | C: 2% | D: 9% | E: -12% | F: 3% | G: -1.6% | H: -1%
CCCCNC(=S)NCc1ccc2c(c1)cc(C)n2C
  A: 7% | B: 0% | C: 3%[15.4 µM] | D: -4% | E: 0% | F: -9% | G: 0.3% | H: -12%
CCOC(=O)Cc1cc(C)[nH]c1C(=O)OCC
  A: -3% | B: 5% | C: x | D: 3% | E: 2% | F: x | G: -1.8% | H: -8%
CCOC(=O)CSc1nnc(-c2cc(OC)c(OC)c(OC)c2)o1
  A: -2% | B: 2% | C: 10% | D: -9% | E: 8% | F: 1% | G: -0.7% | H: -13%
Cn1c(N)c(C(=O)COC(=O)c2cc(-c3ccco3)nc3ccccc23)c(=O)n(Cc2ccccc2)c1=O
  A: 9%&19% | B: -30% | C: u | D: -10% | E: 5%&-4% | F: u | G: -0.5%&-0.4% | H: u
Cn1cc(/C=C2/SC(=O)N(c3ccccc3)C2=O)c2ccccc21
  A: -1% | B: -12%[46.1 µM] | C: 0% | D: 2% | E: -3% | F: 13% | G: u | H: -17%
CCCCCCC(=O)N1C/C=C\C(c2ccc(OC)cc2)N(Cc2ccc(F)cc2)C(=O)C1 (stereo unspecified)
  A: 0%&-2% | B: -43% | C: x | D: -19% | E: -11%&-3% | F: x | G: -0.1% | H: 13%
CCOC(=O)c1cc(NC(=O)c2cc(C)on2)cc(C(=O)OCC)c1
  A: 16% | B: -12%[46.1 µM] | C: 1% | D: 2% | E: 5% | F: -3% | G: 0.9% | H: -4%
COc1ccc(CCC(C)NCC2CCCCC2)cc1 (stereo unspecified)
  A: -3% | B: 9%[46.1 µM] | C: -6% | D: 10% | E: -6% | F: 3% | G: 0.0% | H: -2%
COc1ccc(-c2ccc(C#N)c(SCC(=O)NC3CC3)n2)cc1OC
  A: 12% | B: 5% | C: u | D: 5% | E: -1% | F: u | G: 2.1% | H: -4%
CCc1c(C)[nH]c(C(=O)OCc2ccccc2)c1C
  A: 4% | B: u | C: 0% | D: -17% | E: -8% | F: 1% | G: 0.0% | H: u
O=S(=O)(Cc1cc(Oc2ccccc2)nc(-c2ccccc2)n1)c1ccccc1
  A: 3% | B: u | C: 0% | D: 4% | E: 6% | F: 4% | G: 1.3% | H: 5%
CC(C)N(C(=O)CSc1nnc(Cc2ccc3c(c2)OCO3)n1C)C(C)C
  A: -16% | B: 11% | C: 0% | D: -1% | E: -2% | F: 1% | G: 6.5% | H: -7%
COc1ccc(NC(=O)CSc2nc3ccccc3n2-c2ccccc2)c([N+](=O)[O-])c1
  A: 4% | B: -10% | C: -4% | D: -3% | E: 3% | F: 3% | G: 1.0% | H: 11%
CN(C(=O)COC(=O)c1cnc(Cl)c(Cl)c1)C1CCS(=O)(=O)C1 (stereo unspecified)
  A: -8% | B: -6% | C: 5% | D: 0% | E: 1% | F: u | G: -0.9% | H: 7%

A portion of the library; count on the stated rates, not on these rows.
